Screening results: PubChem, Broad Institute
F508del corr: F508del CFTR correction, initial screen, CFBE line, single point. CFBE cells, YFP halide quenching; stimulated with forskolin plus potentiator P3; % fluorescence drop versus neutral controls. AID 720511, 2013. activity (quench increase), % at 7.58 µM. 350,000 compounds, 0.36% hits;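 active = mean added fluorescence quench of at least 8% versus neutral control, with both replicates also reaching 8%; inconclusive = only one of the mean or replicate conditions met; inactive = mean below 8% and not both replicates reaching 8%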;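 note: cells transiently co-express mutant CFTR-F508del with the halide-sensitive YFP; corrector assay measuring rescue of mutant channel to the surface after 24 h compound exposure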
DENV2 CPE rescue: inhibitors of DENV2 cytopathic effect, primary screen, cell-based, plate reader, single concentration | 350,000 compounds, 1.7% hits | DENV2-infected cells, cytopathic effect rescue | CPE inhibition, % at 9.99 µM; in the data active = CPE inhibition above about 20%, passing the limit was not always enough; inconclusive = no clear call, values can overlap the other calls; tested in BHK-21 cells;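 note: 0% = median of neutral control wells and 100% = median of positive control wells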
ERAP1 inh: human ERAP1 aminopeptidase inhibitors, primary screen, biochemical, single point, plate reader. inhibition, % at 10.7 µM. 340,000 compounds, 0.15% hits. recombinant ERAP1, Leu-AMC fluorescence, 60 min. Endoplasmic reticulum aminopeptidase 1 (Homo sapiens), Q9NZ08;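 active = mean replicate inhibition of at least 30%, or all replicates individually reaching that 30% level; inactive = mean below 30% and not every replicate reaching it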;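 note: 0% = neutral control wells and 100% = L-leucinethiol positive control wells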
ERp5 inh: inhibitors of ERp5-driven insulin aggregation, primary screen, biochemical, turbidity, absorbance 650 nm, single point; Protein disulfide-isomerase A6 (Homo sapiens), Q15084; inhibition, % at 9.99 µM; 90 min; 350,000 compounds, 0.05% hits;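 active = mean replicate inhibition above about 25%, with every replicate also reaching it, limit read from the data, passing the limit was not always enough; inconclusive = only one of those two criteria met; inactive = neither criterion met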
Target sequence (Q15084 whole entry, looked up): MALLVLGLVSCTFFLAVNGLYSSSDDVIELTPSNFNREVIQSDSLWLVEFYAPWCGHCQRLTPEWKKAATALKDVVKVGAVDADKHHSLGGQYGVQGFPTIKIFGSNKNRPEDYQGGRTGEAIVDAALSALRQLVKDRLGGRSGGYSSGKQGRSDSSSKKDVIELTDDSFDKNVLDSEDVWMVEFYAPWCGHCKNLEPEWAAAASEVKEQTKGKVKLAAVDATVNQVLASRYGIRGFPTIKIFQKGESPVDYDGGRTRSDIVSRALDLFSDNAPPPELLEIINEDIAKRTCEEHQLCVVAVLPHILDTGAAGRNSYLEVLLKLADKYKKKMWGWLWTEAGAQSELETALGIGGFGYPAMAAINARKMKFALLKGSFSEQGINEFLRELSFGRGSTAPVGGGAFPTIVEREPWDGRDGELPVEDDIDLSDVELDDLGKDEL
SIRT5 block: SIRT5 desuccinylase inhibitors, primary screen, biochemical, fluorescence imaging, single point, set 5. Purified SirT5, succinyl-peptide AMC, trypsin-coupled fluorescence. inhibition, % at 15 µM. 330,000 compounds, 1.1% hits; in the data active = inhibition above about 15%; inconclusive = no clear call, values can overlap the other calls
Target sequence (Q9NXA8 whole entry, looked up): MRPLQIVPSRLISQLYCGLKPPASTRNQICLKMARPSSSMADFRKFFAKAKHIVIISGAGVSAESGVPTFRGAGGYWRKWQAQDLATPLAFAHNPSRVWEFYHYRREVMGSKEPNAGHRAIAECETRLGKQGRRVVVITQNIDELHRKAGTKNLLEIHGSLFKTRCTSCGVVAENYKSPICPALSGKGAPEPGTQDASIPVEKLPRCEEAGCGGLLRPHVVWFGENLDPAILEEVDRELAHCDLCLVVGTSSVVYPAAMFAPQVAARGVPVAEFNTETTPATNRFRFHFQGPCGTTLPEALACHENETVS
miR-122 sensor: miR-122 Renilla sensor signal increase in Huh7, primary screen, miR-122 inhibitor project, cell-based, single point, plate reader; Huh7 miR-122 Renilla luciferase sensor, 48 h; neutral wells = 0, positive control = 100; activation (reporter increase), % at 12.5 µM; 340,000 compounds, 0.3% hits; AID 602342, 2012;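 active = mean replicate activation score at least 90 and every replicate individually at or above 90; inconclusive = only one of the two criteria met; inactive = neither criterion met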;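 note: higher luciferase means less miR-122 activity so hits act as miR-122 inhibitors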
Casp6 inh: human caspase-6 inhibitors, primary screen, biochemical, VEID-R110 fluorescence, single point, set 2 | P55212 | purified caspase-6, Z-VEID-R110 cleavage fluorescence | inhibition, % at 12.5 µM | 350,000 compounds, 0.53% hits;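 active = mean inhibition across replicates at least about 35%, with every replicate also reaching that limit, limit read from the data; inconclusive = only one of the two criteria met; inactive = neither criterion met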;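 note: 0% = median of neutral control wells and 100% = no fluorescence left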
* marks the source's active call; other numbers are inactive results; ? = inconclusive; nt = not tested or not shown; [ ] = another dose, or the depositor's remark. No enrichment for hits; about 4% have a hit in one of these screens.

Preview:
SMILES	F508del corr	DENV2 CPE rescue	ERAP1 inh	ERp5 inh	SIRT5 block	miR-122 sensor	Casp6 inh
Nc1cnnc(N/N=C\c2ccccc2)c1Cl	0.6	-2	nt	15	nt	1	0
CCN(CC)c1nc(SCCOC(=O)Nc2ccccc2)nc(N(CC)CC)n1	-1.1	-4	0	0	6	9	2

Results, from the start:
SMILES	F508del corr	DENV2 CPE rescue	ERAP1 inh	ERp5 inh	SIRT5 block	miR-122 sensor	Casp6 inh
Nc1cnnc(N/N=C\c2ccccc2)c1Cl	0.6	-2	nt	15	nt	1	0
CCN(CC)c1nc(SCCOC(=O)Nc2ccccc2)nc(N(CC)CC)n1	-1.1	-4	0	0	6	9	2
CSc1ccccc1NC(=O)CN(C)C(=O)COc1ncnc2ccccc12	0.4	-6	6	4	-1	-4	0
COc1ccc(CN(C(=O)CO/N=C/c2ccccc2)c2ccccc2C(=O)O)cc1	0.6	0	2	-2	-3	nt	3
C[C@H]1CN([C@@H](C)CO)C(=O)c2cccc(N(C)C)c2O[C@@H]1CN(C)C(=O)Nc1cccc2ccccc12	-0.8	-12	4	1	-2	-1[16.7 µM]	-1
c1ccc(CCN2CCN=C2Nc2ccccc2)cc1	-0.6	9	2	5	-2	3	-4
CC(=O)N1CC2(C1)[C@H](c1ccccc1)[C@H](CO)N2Cc1ccccc1	3.1	-1	1	-4	-5	nt	2
COc1ccc(CCNc2ccc(S(N)(=O)=O)cn2)cc1	4.0	9	4	-4	0	0	0
CN1CCN(c2oc(-c3ccc([N+](=O)[O-])cc3)nc2C#N)CC1	1.5	-6	4	-4	1	-9	0
C=CCC[C@@H](CCCCC)OC(=O)/C=C/[C@H](O)[C@@H](O)C[C@H](O)CC=C	0.2	3	nt	-2	16*	nt	2
CN1CCCC(OC(=O)c2ccc(S(=O)(=O)N(C)C)cc2)C1 (configuration not stated)	4.4	3	-2	-3	-4	nt	nt
C[C@@H]1CCCCO[C@@H](CN(C)Cc2ccncc2)[C@@H](C)CN([C@@H](C)CO)C(=O)c2cc(NC(=O)c3ccccc3)ccc2O1	-2.9	-4	1	2	-1	3[16.7 µM]	-1
CC(C)n1c(N2CCN(C(=O)Nc3ccc(Cl)cc3)CC2)nc2ccccc21	-0.9	1	-1	10	-4	-3	-4
CCN(C(C)=O)c1nc(CCl)cs1	1.3	-2	2	1	0	nt	-1
Cc1ccccc1CC(=O)N1CCN(C(=O)C2CCCO2)CC1 (configuration not stated)	1.2	20	0	-6	1	-13	-5
CCN(CC)c1ccc(C(=O)NNC(=O)CCl)cc1	-2.2	-3	-3	2	-6	4	0
Cc1ccc(CN2CCC(C)(Oc3ccc(Cl)cc3)C2)cc1 (configuration not stated)	0.1	6	12	-2	-3	nt	-2
COc1ccc(-c2csc(NC(=O)CSc3nc(C)nc4sc(C(=O)O)c(C)c34)n2)cc1	1.9	1	-50	-4	4	-3	0
O=C(NCCCn1ccnc1)c1nc(Cn2cc([N+](=O)[O-])cn2)no1	1.9	-2	2	-2	-7	-1	-3
COc1ccc(CCNC(=O)c2ccc(-c3ccc([N+](=O)[O-])cc3)o2)cc1OC	nt	15	0	3	3	nt	5
Cc1cccc(NC(=O)CSCC(=O)NCc2ccco2)c1	-2.0	-7	-1	8	0	nt	2
CCCCSc1nc(C)cc(SCC(=O)N/N=C/c2ccccc2)n1	1.6	-2	3	4	-4	nt	-2
Cc1ccc(N2CCN(/N=C/c3cccnc3)CC2)cc1	4.0	3	-3	2	-8	-11	-1
Cc1[nH]c2ccccc2c1N=Nc1cc(C(=O)O)cc(C(=O)O)c1	1.1	-4	12	1	15	-3	6
COCCn1c(C(C)C)nc2sc3ccccc3c(=O)c2c1=O	-1.8	nt	2	1	1	nt	0

Next records follow:
SMILES	F508del corr	DENV2 CPE rescue	ERAP1 inh	ERp5 inh	SIRT5 block	miR-122 sensor	Casp6 inh
CCN(CC)C(=O)C1=C(C)N(CCCOC)C(=O)C(CC(=O)NC2CCCCC2)C1 (configuration not stated)	0.2	1	4	2	2	3	-1
CC(=O)c1ccc(S(=O)(=O)NCCOc2ccccc2)cc1	0.7	-4	0	3	6	0	0
CCCN1[C@@H]2c3cccc(=O)n3C[C@H]1[C@H](CO)[C@H]2C(=O)N1CCCCC1	0.0	16	4	-1	0	2[16.7 µM]	-3
Nc1nc2c(-c3ccc([N+](=O)[O-])cc3)nnn2c2ccccc12	-2.7	-2	1	1	nt	nt	-1
Cc1cccc(C)c1Nc1c(-c2ccc(N3CCOCC3)cc2)nc2cnccn12	-4.7	1	5	0	3	39	-2
COc1ccccc1-c1cn(CC[C@@H]2CC[C@H](NC(=O)C3CCOCC3)[C@@H](CO)O2)nn1	-0.5	-4	0	-6	4	1[16.7 µM]	-2
CCCCn1cnc2c(SCCc3ccccc3)nc(N)nc21	-2.6	1	0	-1	6	-4	2
Cc1ccsc1C(=O)NC1CCCCC1C (configuration not stated)	-0.7	?	0	-7	0	-7	-2
C[C@@H]1CN([C@H](C)CO)C(=O)c2cc(-c3ccc(C#N)cc3)cnc2O[C@H]1CN(C)C(=O)Nc1ccc(C(F)(F)F)cc1	-5.2	nt	0	0	-9	13[16.7 µM]	2
Cc1ccc(S(=O)(=O)Nc2ccc3c(c2)CC(=O)N([C@H](C)CO)C[C@@H](C)[C@H](CN(C)CC2CCCCC2)O3)cc1	2.3	8	-1	-3	10	-8[16.7 µM]	2
COc1ccccc1C1CN(c2ccccc2)N=C1c1cccs1 (configuration not stated)	0.8	0	-1	-7	0	0	3
CCN(CC)S(=O)(=O)c1ccc(N/N=C(\C)c2ccncc2)c([N+](=O)[O-])c1	3.7	-3	0	-2	-1	-6	2
C[C@H](NC(=O)C[C@@H]1CC[C@@H]2[C@H](COc3ccc(NC(=O)C4CCOCC4)cc3C(=O)N2C)O1)c1ccccc1	-0.8	-19	4	-5	-5	4[16.7 µM]	-2
CC1C(=O)N(Cc2cn(CCC3OCCCO3)nn2)CCS(=O)(=O)N1Cc1ccc(-c2ccccc2)cc1 (configuration not stated)	-0.3	5	-3	2	0	-4	1
O=C(Nc1nc(-c2ccc(Cl)s2)cs1)c1ccco1	2.3	2	nt	1	-1	nt	-2
O=C(c1ccco1)N1CCN(C(=O)N2c3ccccc3Sc3ccccc32)CC1	5.8	0	-1	5	1	33	4
Cc1ccc(C(=O)Nc2ccccc2Cl)cc1	-0.7	1	-2	-5	0	5	2
CCCc1cc(C(=O)NCc2ccco2)no1	-5.1	6	-3	10	-4	nt	3
CN(C)c1ccc2c(c1)[C@@H]1C[C@H](CC(=O)NCc3ccccc3)O[C@@H](CO)[C@@H]1O2	3.2	21*	0	-2	8	1[16.7 µM]	-1
O=C(C1CCN(S(=O)(=O)c2cccs2)CC1)N1CCc2ccccc2C1	nt	nt	-3	-1	-2	nt	6
COc1cccc(/C=N/NC(=O)c2cc3c(OC)ccc(OC)c3[nH]2)c1O	3.9	-1	-1	5	-3	nt	-7
Cc1ccc(S(=O)(=O)N(C)C[C@@H]2Oc3ccc(NC(=O)CCCN(C)C)cc3CC(=O)N([C@@H](C)CO)C[C@H]2C)cc1	1.8	-2	0	-4	-3	-2[16.7 µM]	0
O=S(=O)(/N=C(/Nc1nccs1)c1ccc(F)cc1)c1ccccc1	-1.9	-1	-1	0	nt	8	-1
Cn1c(SCC(=O)Nc2nccs2)nnc1-c1cccnc1	-4.0	-4	5	18	-8	-5	0
CNC(=O)c1sc2nc(-c3ccc(OC)cc3)cn2c1C	-3.9	-1	2	-1	0	-6	1

Next section:
SMILES	F508del corr	DENV2 CPE rescue	ERAP1 inh	ERp5 inh	SIRT5 block	miR-122 sensor	Casp6 inh
Cc1ccccc1NC(=O)/C(C#N)=C\c1cccnc1	-2.3	1	2	4	1	0	-1
O=C(O)CSc1c(O)c2ccccc2[nH]c1=O	1.6	-8	1	-1	2	nt	2
COc1ccc(C2/C(=C(\O)c3ccc4c(c3)OCCO4)C(=O)C(=O)N2Cc2cccnc2)cc1 (configuration not stated)	0.3	-3	-1	2	5	-2	-2
CCOc1ccc(N2CC(C(=O)Nc3ccc4c(c3)OCO4)CC2=O)cc1 (configuration not stated)	1.6	2	4	0	-1	nt	1
Cc1nc(SCc2ccc(F)cc2)n[nH]1	2.1	-7	-1	2	-2	-7	2
O=C(Nc1ccc(F)c(Cl)c1)Nc1csc2ccccc12	nt	-3	8	2	-5	30	2
O=C(Oc1ccc(Cl)cc1)N1CCOCC1	0.9	3	-3	1	-2	-3	-3
O=C(CCC(=O)Nc1ccccc1)NNC(=O)c1ccccc1Cl	1.2	-1	1	0	-8	nt	-2
CCC(=O)Nc1ccc2c(c1)OC[C@H](C)N(Cc1ccccc1)C[C@H](C)[C@@H](OC)CN(C)C2=O	-1.3	-3	1	4	3	1[16.7 µM]	0
Cc1cc2oc(C(=O)Nc3cccnc3)c(C)c2cc1C	1.2	-3	3	9	nt	-3	-3
CN1c2ccc(Br)cc2[C@H]2[C@H](CCN2S(=O)(=O)c2ccccc2F)[C@H]1CO	4.3	-14	-1	-2	nt	10[16.7 µM]	0
COC(=O)c1cccc(N2C(=O)C[C@](Sc3ccc(C)cc3)(C(=O)OC)[C@H]2c2ccccc2)c1	4.5	0	nt	-1	-4	nt	0
CC=Cc1ccc2n(c1=O)C[C@@H]1[C@@H](CO)[C@H](C(=O)N3CCc4ccccc4C3)N(C(=O)C3CCC3)[C@H]21 (mixture of isomers)	-1.6	2	-1	1	3	-6[16.7 µM]	-2

Part of the list above, as labelled records:
CCOc1ccc(N2CC(C(=O)Nc3ccc4c(c3)OCO4)CC2=O)cc1 (configuration not stated)
  F508del corr: 1.6; DENV2 CPE rescue: 2; ERAP1 inh: 4; ERp5 inh: 0; SIRT5 block: -1; miR-122 sensor: nt; Casp6 inh: 1
Cc1nc(SCc2ccc(F)cc2)n[nH]1
  F508del corr: 2.1; DENV2 CPE rescue: -7; ERAP1 inh: -1; ERp5 inh: 2; SIRT5 block: -2; miR-122 sensor: -7; Casp6 inh: 2
O=C(Nc1ccc(F)c(Cl)c1)Nc1csc2ccccc12
  F508del corr: nt; DENV2 CPE rescue: -3; ERAP1 inh: 8; ERp5 inh: 2; SIRT5 block: -5; miR-122 sensor: 30; Casp6 inh: 2
